# EWS-Fli inh: inhibitors of EWS/Fli oncoprotein transcriptional activity; A673 NR0B1-luciferase reporter, viability-normalised; inhibition, % at 12.6 µM; 350,000 compounds, 0.67% hits; AID 651661;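 active = mean inhibition of at least 50% after viability correction, with every replicate also passing that limit; inconclusive = mean reaches 50% but only one of two replicates passes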;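 note: firefly luciferase signal divided by Alamar Blue viability fluorescence both relative to DMSO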
# CASP6 VEID inh: blocks human caspase-6 cleavage activity; AID 686996; inhibition, % at 12.5 µM; P55212; purified caspase-6, Z-VEID-R110 cleavage fluorescence; 350,000 compounds, 0.53% hits;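 active = mean inhibition across replicates at least about 35%, with every replicate also reaching that limit, limit read from the data; inconclusive = only one of the two criteria met; inactive = neither criterion met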;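 note: 0% = median of neutral control wells and 100% = no fluorescence left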
# Target sequence (P55212 24-179 limits assumed): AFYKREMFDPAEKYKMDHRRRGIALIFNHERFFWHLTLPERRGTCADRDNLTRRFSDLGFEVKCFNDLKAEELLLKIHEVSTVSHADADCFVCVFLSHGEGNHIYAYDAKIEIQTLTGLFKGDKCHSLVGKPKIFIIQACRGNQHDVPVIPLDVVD
# Target sequence (P55212 194-293 limits assumed): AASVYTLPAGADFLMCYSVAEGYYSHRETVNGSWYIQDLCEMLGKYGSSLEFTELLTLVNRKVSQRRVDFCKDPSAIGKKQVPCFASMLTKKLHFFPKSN
# SIRT5 inh: blocks human SIRT5 desuccinylation of peptide. Purified SirT5, succinyl-peptide AMC, trypsin-coupled fluorescence. 330,000 compounds, 1.1% hits. inhibition, % at 15 µM. Q9NXA8. AID 652115; in the data active = inhibition above about 15%; inconclusive = no clear call, values can overlap the other calls
# Target sequence (Q9NXA8 whole entry, looked up): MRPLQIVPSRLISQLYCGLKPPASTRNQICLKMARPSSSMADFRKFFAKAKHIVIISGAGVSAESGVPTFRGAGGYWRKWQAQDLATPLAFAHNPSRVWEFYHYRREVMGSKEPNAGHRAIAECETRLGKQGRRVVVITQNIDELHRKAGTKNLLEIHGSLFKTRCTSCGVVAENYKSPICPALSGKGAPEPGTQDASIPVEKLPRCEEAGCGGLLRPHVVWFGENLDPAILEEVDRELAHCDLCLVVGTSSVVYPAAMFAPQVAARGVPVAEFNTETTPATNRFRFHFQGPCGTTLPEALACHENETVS
# DENV2 CPE rescue: protects cells from dengue virus 2 cytopathic effect; DENV2-infected cells, cytopathic effect rescue, plate reader; CPE inhibition, % at 9.99 µM; 350,000 compounds, 1.7% hits; in the data active = CPE inhibition above about 20%, passing the limit was not always enough; inconclusive = no clear call, values can overlap the other calls; tested in BHK-21 cells;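 note: 0% = median of neutral control wells and 100% = median of positive control wells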
# ARNT-TACC3 inh: disrupts binding between human ARNT and TACC3. 390,000 compounds, 0.66% hits. AlphaScreen His-ARNT PAS-B/GST-TACC3 binding, luminescence; TACC3 fragment carries E629A point mutation. Q9Y6A5. inhibition, % at 9.99 µM;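 active = mean inhibition of replicates at least 50% and at least half of replicates each reaching 50%; inconclusive = half or more replicates reach 50% but mean below 50%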;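 note: 0% = complete ARNT plus TACC3 wells and 100% = ARNT alone without TACC3; many hits fall short of the cut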
# LGR2 inh: blocks bursicon-induced cAMP signaling via Drosophila LGR2; 380,000 compounds, 0.35% hits; inhibition, % at 9.99 µM; AID 720647; HEK293 LGR2, CRE-luciferase, bursicon-stimulated, 4 h;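 active = drop in luminescence signal, shown as inhibition above about 50% in the replicate tests, limit read from the data, passing the limit was not always enough; inconclusive = probably only some replicates passing the limit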;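 note: agonist challenge used bursicon conditioned medium at about half maximal strength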
# PAX8 inh HTS: PAX8 transcriptional activity inhibition; RMG-I TPO-luciferase reporter, SteadyGlo, 24 h; inhibition, % at 12.6 µM; 360,000 compounds, 1.2% hits;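 active = mean replicate inhibition at least 60% with every replicate also reaching 60%; inconclusive = only one of the two criteria is met; inactive = mean below 60% and not all replicates reaching 60%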;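 note: luciferase light reporting Pax8 driven TPO promoter activity; plate controls were median of neutral control wells for no effect and mitoxantrone controls for full effect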
# * hit, by the source's call; ? = inconclusive; . = no result given; & = joins results of further samples.
# Values run as follows: EWS-Fli inh, CASP6 VEID inh, SIRT5 inh, DENV2 CPE rescue, ARNT-TACC3 inh, LGR2 inh, PAX8 inh HTS
1) C[C@H](CO)N1C[C@H](C)[C@H](CN(C)Cc2ccc(-c3ccccc3)cc2)Oc2ccc(NC(=O)Nc3ccccc3)cc2CC1=O
    -6, -1, 6, ?, 3, -1, -2
2) C[C@@H]1CCCCO[C@@H](CN(C)CC2CC2)[C@H](C)CN([C@H](C)CO)C(=O)c2cc(NS(C)(=O)=O)ccc2O1
    ., 2, -3, -5, 19, 0, 2
3) CCCn1c(CCNc2nc(-c3ccc(OC)cc3)cs2)nc2ccccc21
    32, -5, 4, ., 1, -16, 8
4) COc1ccc(NC(=O)N(C)C[C@H]2Oc3ncc(-c4cccnc4)cc3C(=O)N([C@@H](C)CO)C[C@@H]2C)cc1
    0, -5, -4, 1, -2, 1, 8
5) Cc1noc(C)c1S(=O)(=O)N(C)C[C@@H]1OCCCC[C@H](C)Oc2ccc(N(C)C)cc2C(=O)N([C@H](C)CO)C[C@@H]1C
    -10, -4, 2, -15, 20, ., 25
6) Cc1nn(-c2ccccc2)c2[nH]c(=O)cc(C(F)F)c12
    -1, 1, 0, 4, 2, 0, -15
7) Cc1cccc(S(=O)(=O)N2C[C@H]3[C@@H](c4ccccc42)[C@H](CO)N3C(=O)CC2CC2)c1
    1, 2, -1, ?, -8, 6, -3
8) O=S(=O)(c1ccc(F)cc1)c1nc(-c2ccco2)oc1Nc1ccc(F)cc1
    ., ., ., ., 6, 10, -14
9) Cc1noc(C)c1S(=O)(=O)N(C)C[C@H]1Oc2ccc(NC(=O)Nc3ccc(F)cc3)cc2CC(=O)N([C@H](C)CO)C[C@H]1C
    -14, 1, 3, -2, ., 18, -20
10) O=C(c1cccc(S(=O)(=O)NCc2ccccc2)c1)N1CCN(c2cccc(C(F)(F)F)c2)CC1
    ., -169, -3, 0, -3, 3, 40
11) Cc1cc(NC(=O)Nc2cccc(Cl)c2)n(-c2ccccn2)n1
    -15, 5, -3, 5, -5, -21, 11
12) CCn1c(=NC(=O)CS(=O)(=O)c2ccc(F)cc2)sc2cccc(OC)c21
    6, 0, -1, 1, 3, 9, -8
13) O=C1CCC([N+](=O)[O-])C(c2ccccc2Br)N1 (stereo not given)
    -7, 0, 1, -2, -1, 1, -6
14) O=C(C1CCCN(c2ncnc3c2nc2n3CCCCC2)C1)N1CCCCC1 (stereo not given)
    5, -2, -4, 1, -4, -7, 5
15) C[C@@H]1CN([C@@H](C)CO)C(=O)c2cc(NS(=O)(=O)c3ccc(F)cc3)ccc2O[C@H]1CN(C)CC1CC1
    ., -5, 3, ?, -6, 5, -12
16) C[C@H](CO)N1C[C@H](C)[C@H](CN(C)C(=O)Nc2ccc(C(F)(F)F)cc2)Oc2ccc(NS(=O)(=O)c3ccccc3)cc2C1=O
    -1, ., ., ., ., -4, 5
17) CC1(C)Cc2cccc(OCC(=O)Nc3ccccc3F)c2O1
    -2, 3, 9, ?, 0, -8, 6
18) COc1ccc(C(=O)c2ccc(CC(=O)O)s2)cc1
    22, 2, 1, -4, 2, -17, -16
19) O=C(O)CCC(=O)N1N=C(c2ccccc2)CC1c1ccc(Br)cc1 (stereo not given)
    -2, 1, 1, 0, -2, -3, 5
20) COc1ccc2[nH]c3c(c2c1)CN(C)CC3
    ., -18, -4, ., 3, 29, .
21) COc1ccc(NC(=S)NC2CCCCC2)cn1
    -21, -4, -1, -5, -2, -37, -26
22) COCCNC(=O)c1ccc(NC(=O)C2(c3ccccc3)CCCC2)cc1
    10, 0, -2, ., 30, 16, -3
23) C[C@H](CO)N1C[C@H](C)[C@@H](CN(C)Cc2ccncc2)Oc2c(NC(=O)Nc3ccc(C(F)(F)F)cc3)cccc2C1=O
    -3, 0, 1, -5, -2, 2, -8
24) CCCC#Cc1ccc([C@H]2[C@H](CO)N3CCCCN(S(C)(=O)=O)C[C@@H]23)cc1
    -4, 0, 10, 17, 2, -1, -30
25) CCC(=O)Nc1ccc2c(c1)OC[C@@H](C)N(CC1CC1)C[C@H](C)[C@H](OC)CN(C)C2=O
    -5, -9, 1, 2, -2, 3, -3
26) O=C(c1ccc([N+](=O)[O-])cc1)c1cc2ccc(O)cc2oc1=O
    -7, 1, -1, -3, -7, -10, -5
27) COc1cc(C)ccc1S(=O)(=O)NC(=O)C1(C)CCN1C(=O)Cc1ccc(Cl)cc1Cl (stereo not given)
    -7, -1, ., 7, ., 1, -5
28) C[C@@H]1CN([C@H](C)CO)C(=O)Cc2cc(NC(=O)C3CCCCC3)ccc2O[C@@H]1CN(C)CC1CC1
    10, 4, 2, 3, -5, -10, -16
29) CCN(C(=O)COC(=O)c1ccc2ccccc2n1)c1c(N)n(Cc2ccccc2)c(=O)[nH]c1=O
    -4, -1, -2, -1, ., -5, -11
30) CCN(C(=O)CSc1cc(C)c2ccccc2n1)C1CCS(=O)(=O)C1 (stereo not given)
    2, 15, ., ., -6, 8, 25

31. COCC(=O)N(C)C[C@H]1Oc2ncc(/C=C/c3ccccc3)cc2C(=O)N([C@@H](C)CO)C[C@@H]1C
32. Cc1ccc(S(=O)(=O)Nc2ccc3c(c2)C(=O)N([C@H](C)CO)C[C@@H](C)[C@H](CN(C)S(C)(=O)=O)OCCCC[C@@H](C)O3)cc1
33. C[C@H](CO)N1C[C@H](C)[C@@H](CN(C)S(C)(=O)=O)Oc2ccc(NS(=O)(=O)c3cn(C)cn3)cc2CC1=O
34. O=C1CNC[C@H]2[C@@H](c3ccc(-c4ccccc4F)cc3)[C@H](CO)N12
35. CC(C)N1CCSC1=S
36. CCOc1ccc(CCNC(=O)c2cccc(NC3=NC4CS(=O)(=O)CC4S3)c2)cc1 (stereo not given)

compound no.	31	32	33	34	35	36
EWS-Fli inh	-3	-8	-4	-11	-12	-4
CASP6 VEID inh	-2	-3	6	-1	-2	-1
SIRT5 inh	-17	3	0	0	-1	-3
DENV2 CPE rescue	7	36*	9	3	-8	-4
ARNT-TACC3 inh	-7	-2	-7	.	-5	26
LGR2 inh	1	-3	-15	10	8	8
PAX8 inh HTS	.	-25	-3	.	5	-1

37. COc1ccc(Nc2nc(NC(C)C)nc3ccsc23)cc1OC
38. O=C(CNC(=O)N1CC(=O)Nc2ccccc21)Nc1cc(Cl)ccc1Cl
39. Cc1ccccc1C(=O)NCC(=O)OCC(=O)NC(C)C1CC2CCC1C2 (stereo not given)
40. CC(C)(C)c1ccc(C(=O)Nc2cccc3ncccc23)cc1
41. CC(C)NC(=O)Nc1ccc2c(c1)C(=O)N([C@@H](C)CO)C[C@@H](C)[C@@H](CN(C)C)OCCCC[C@H](C)O2
42. O=C(CSc1nnc(Cc2ccccc2)o1)Nc1ccccc1

compound no.	37	38	39	40	41	42
EWS-Fli inh	4	9	-9	-19	.	1
CASP6 VEID inh	5	1	1	-1	-5	0
SIRT5 inh	.	-1	-2	2	3	-1
DENV2 CPE rescue	-4	0	6	-7	-3	-1
ARNT-TACC3 inh	.	15	0	16	13	3
LGR2 inh	-18	6	8	-4	-1	-6
PAX8 inh HTS	5	27	-3	-18	-11	9

43. O=C(NCCCN1CCOCC1)c1ccc(CNS(=O)(=O)c2ccc(Br)cc2)cc1
44. COc1ccc(N2CCN(C(=O)Nc3cccc(C(F)(F)F)c3)CC2)cc1
45. CNC(=S)Nc1sc2c(c1C(=O)OC)CCC2
46. CCC(C)(C)NC(=O)C(c1ccc(O)cc1)N(C(=O)Cn1nnc2ccccc21)c1ccc(NC(C)=O)cc1 (stereo not given)
47. O=C(Cc1ccccc1F)Nc1nc(-c2cccnc2)cs1
48. Cc1cc[n+](-c2[nH]c(=O)sc2/C=N/N=C(\[O-])c2ccccc2)cc1

compound no.	43	44	45	46	47	48
EWS-Fli inh	5	.	4	-1	-8	-7
CASP6 VEID inh	-2	0	-2	1	2	9
SIRT5 inh	1	-3	-1	-1	-7	4
DENV2 CPE rescue	.	.	-7	-1	-3	-2
ARNT-TACC3 inh	1	.	0	-3	1	10
LGR2 inh	3	-3	-13	4	21	-11
PAX8 inh HTS	132*	5	-2	5	-4	6

# A run of entries taken from the entries so far, for reference:
42. O=C(CSc1nnc(Cc2ccccc2)o1)Nc1ccccc1
43. O=C(NCCCN1CCOCC1)c1ccc(CNS(=O)(=O)c2ccc(Br)cc2)cc1
44. COc1ccc(N2CCN(C(=O)Nc3cccc(C(F)(F)F)c3)CC2)cc1
45. CNC(=S)Nc1sc2c(c1C(=O)OC)CCC2
46. CCC(C)(C)NC(=O)C(c1ccc(O)cc1)N(C(=O)Cn1nnc2ccccc21)c1ccc(NC(C)=O)cc1 (stereo not given)
47. O=C(Cc1ccccc1F)Nc1nc(-c2cccnc2)cs1
48. Cc1cc[n+](-c2[nH]c(=O)sc2/C=N/N=C(\[O-])c2ccccc2)cc1

compound no.	42	43	44	45	46	47	48
EWS-Fli inh	1	5	.	4	-1	-8	-7
CASP6 VEID inh	0	-2	0	-2	1	2	9
SIRT5 inh	-1	1	-3	-1	-1	-7	4
DENV2 CPE rescue	-1	.	.	-7	-1	-3	-2
ARNT-TACC3 inh	3	1	.	0	-3	1	10
LGR2 inh	-6	3	-3	-13	4	21	-11
PAX8 inh HTS	9	132*	5	-2	5	-4	6

# Additional structures
49. CC(NCc1ccc2c(c1)OCO2)C(=O)N1CCc2ccccc21 (stereo not given)
50. COc1cccc(/C=C2\CCc3ccccc3C2=O)c1
51. CO[C@@H]1CN(C)C(=O)c2ccc(NC(=O)C3CC3)cc2OC[C@H](C)N(Cc2ccccc2)C[C@H]1C
52. Cc1c(OCC(=O)N2CCC(C(=O)O)CC2)ccc2c3c(c(=O)oc12)CCC3
53. C[C@@H]1CN([C@@H](C)CO)C(=O)c2cccc(NC(=O)c3ccncc3)c2O[C@H]1CN(C)CC1CCCCC1
54. Cc1cccc(N2CCN(C(=O)C3CCN(S(=O)(=O)c4cccc5cccnc45)CC3)CC2C)c1 (stereo not given)

compound no.	49	50	51	52	53	54
EWS-Fli inh	.	31	-4	-2	-9	8
CASP6 VEID inh	.	3	.	-2	2	-6
SIRT5 inh	.	-1	9	0	-3	.
DENV2 CPE rescue	.	-5	-6	-15	6	0
ARNT-TACC3 inh	25	-2	-2	0	6	-9
LGR2 inh	9	36	20	5	.	6
PAX8 inh HTS	1	-32	.	.	4	17

55. C[C@H](CO)N1C[C@H](C)[C@H](CN(C)C)Oc2ncc(C#CCN(C)C)cc2C1=O
56. Cc1ccc(NC(=O)COc2cccnc2[N+](=O)[O-])cc1S(=O)(=O)N1CCCCC1
57. CC1CCCN(CCC(=O)Nc2ccc(F)c(F)c2)C1 (stereo not given)
58. Cc1ccc(S(=O)(=O)Nc2cccc3c2O[C@@H](CN(C)C(=O)Nc2ccc(C(F)(F)F)cc2)[C@@H](C)CN([C@@H](C)CO)C3=O)cc1
59. CC(=O)Oc1ccc(C(=O)Nc2ccc(S(=O)(=O)N3CCOCC3)cc2)cc1
60. Cc1cc(C)c(C(=O)N(CCN(C)C)CC2CCCN(Cc3ccccc3F)C2)o1 (stereo not given)

compound no.	55	56	57	58	59	60
EWS-Fli inh	-2&-2	5	7	6	14	-4
CASP6 VEID inh	0&-2	29	-3	-2	1	-60
SIRT5 inh	0&6	-1	1	11	0	-8
DENV2 CPE rescue	-4&15	1	3	-3	-2	-3
ARNT-TACC3 inh	3&-2	-1	2	-1	1	14
LGR2 inh	1	.	.	14	18	2
PAX8 inh HTS	.	13	-15	8	22	.

61. CC(=O)Nc1cccc(C(=O)/C=C/c2ccc(Br)cc2)c1
62. ONC(=Nc1ccccc1Cl)c1c(F)cccc1F
63. COc1ccc(NC(=O)N[C@H]2CC[C@@H](CCn3cc(C4(O)CCCC4)nn3)O[C@@H]2CO)cc1
64. CN(C)c1ccc(/C=N/NC(=O)c2nnn(-c3nonc3N)c2CN(C)c2ccccc2)cc1
65. CSC(=S)N/N=C/c1ccc(Br)cc1

compound no.	61	62	63	64	65
EWS-Fli inh	18	3	-50	.	-4
CASP6 VEID inh	-2	-3	1	6	-1
SIRT5 inh	-6	-1	0	17*	1
DENV2 CPE rescue	11	3	93*	7	-1
ARNT-TACC3 inh	-5	-6	-6	-3	2
LGR2 inh	60*	11	4	-7	.
PAX8 inh HTS	35	-5	-6	2	0

# Screening results as filed in PubChem.

# Random draw from the library; any-hit rate near 4.9%.
